# Bioassay records deposited in PubChem by National Center for Advancing Translational Sciences (NCATS).
# RECQ1 inh: RECQ1 (human) helicase inhibition; P46063; RECQ1 DNA unwinding, red fluorescence kinetic read; Potency, µM (highest dose often 57.3 µM), for inactives: at the top dose activity, negative = inhibition, actives largely listed as inhibitors; 0.54% of 240,000 active; AID 2549;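 note: plate controls were vehicle for no effect and no enzyme for full effect; nearly all actives have a fitted effect of over 30% in size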
# Target sequence (P46063 whole entry, looked up): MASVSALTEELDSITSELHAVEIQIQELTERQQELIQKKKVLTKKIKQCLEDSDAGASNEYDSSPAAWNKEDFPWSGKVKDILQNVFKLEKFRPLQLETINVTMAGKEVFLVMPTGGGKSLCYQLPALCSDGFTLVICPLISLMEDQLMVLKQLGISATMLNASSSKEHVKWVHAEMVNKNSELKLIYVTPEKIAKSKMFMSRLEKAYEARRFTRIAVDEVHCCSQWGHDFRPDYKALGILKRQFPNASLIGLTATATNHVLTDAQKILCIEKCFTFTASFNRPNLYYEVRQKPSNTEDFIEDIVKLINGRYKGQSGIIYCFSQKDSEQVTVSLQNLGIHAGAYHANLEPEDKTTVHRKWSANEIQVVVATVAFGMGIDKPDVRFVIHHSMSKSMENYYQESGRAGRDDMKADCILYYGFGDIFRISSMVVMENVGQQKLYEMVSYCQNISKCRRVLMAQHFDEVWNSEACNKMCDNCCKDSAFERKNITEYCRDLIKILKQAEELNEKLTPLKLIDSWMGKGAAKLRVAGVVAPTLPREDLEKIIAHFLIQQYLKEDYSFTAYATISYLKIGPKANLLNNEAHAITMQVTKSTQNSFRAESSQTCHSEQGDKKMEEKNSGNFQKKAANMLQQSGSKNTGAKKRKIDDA
#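 50 nM RECQ1T1 preincubated 15 min with compound in Tris pH 8.0 buffer with MgCl2, DTT, Tween-20 and 2.5 ug/ml poly(dI-dC); started with 200 nM TAMRA/BHQ-2 forked duplex and 2 mM ATP. Unwinding read as fluorescence (525/598 nm), two reads 2 h apart.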
# Tau fibril ThT: tau fibrillization inhibition (ThT binding); recombinant tau K18 P301L, heparin-induced fibrillization, ThT fluorescence; P10636; 2.1% of 270,000 active; Potency, µM (top dose mostly 57.4 µM), for the others: at the top dose activity, negative = inhibition, actives largely listed as inhibitors; note: % is set by controls: 0 for no effect and ±100 for the full control effect; nearly all actives have a fitted effect of over 55% in size
# Target sequence (P10636 561-689 P618L limits assumed): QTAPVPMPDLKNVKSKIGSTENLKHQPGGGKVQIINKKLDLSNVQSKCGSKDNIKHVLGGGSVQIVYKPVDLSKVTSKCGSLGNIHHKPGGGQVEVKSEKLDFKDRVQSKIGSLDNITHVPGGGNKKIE
#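 Heparin-induced fibrillization of the P301L-mutant K18 repeat-domain fragment of human tau was followed by ThT binding in quantitative high-throughput format.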
# HTT ATP protect: Huntington cell model cytoprotection by ATP luminescence. PC12 HTT-Q103 induced, cytoprotection, ATP luminescence, 40 h. 0.14% of 230,000 active. Potency, µM (series often up to 56.4 µM), without a hit: cytoprotection (ATP increase), most hits filed as activators;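 note: % of control where 0% means no effect; nearly all actives have a fitted effect of over 45% in size; toxic huntingtin expression switched on by the ecdysone agonist tebufenozide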
#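 Readout: ATPlite luminescence (ATP level). Model: stable PC12, inducible Htt exon1 Q103-GFP. Inducer: tebufenozide, 100 nM final. Compounds: dose series. No G418 in medium.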
# Tau fibril FP: blocks human tau fibril formation measured by polarization. 0.39% of 280,000 active. Potency, µM (doses to about 57.7 µM), for the others: at the top dose activity, negative = inhibition, most hits filed as inhibitors. K18 P301L tau heparin fibrillization, Alexa594 FP, 6 h. AID 1468; note: % is set by controls: 0 for no effect and ±100 for the full control effect; nearly all actives have a fitted effect of over 55% in size
#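 Quantitative HTS format: compounds meet 15 uM recombinant K18 P301L tau and Alexa 594-tau tracer in 100 mM sodium acetate pH 7; 20 uM heparin triggers fibrillization at 37 C over 6 hr; FP gives the signal.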
# L3MBTL1 inh: L3MBTL1 (human) inhibition. Q9Y468. AlphaScreen L3MBTL1–H3K9me1 peptide binding. Potency, µM (doses to about 57.1 µM), for the others: top-dose activity, negative = inhibition, usual class: inhibitors. 0.66% of 230,000 active. AID 485360; note: % is set by controls: 0 for no effect and ±100 for the full control effect; nearly all actives have a fitted effect of over 60% in size
#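 AlphaScreen assay: L3MBTL1 (50 nM final) was preincubated 30 min at room temperature with biotinylated H3(1-15)K9me1 peptide (75 nM final), then 30 min with library compounds; streptavidin donor and nickel chelate acceptor beads (10 ug/mL final) added, 30 min dark.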
# TR SRC2 fluor cs: Texas Red fluorescence interference in TRb-SRC2 counter-screen | TRb/SRC2 Texas Red total fluorescence interference | Potency, µM (doses to about 106 µM), for the others: top-dose fluorescence change, negative = quenching | 0.29% of 280,000 active | AID 1479; active = well fitted curve in either direction with a large enough effect; inconclusive = small, poorly fitted or top-dose-only effect; note: % is set by controls: 0 for no effect and ±100 for the full control effect
#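 Human TRβ ligand-binding domain (0.6 uM) and Texas Red SRC2 peptide (20 nM) in Tris buffer with 1 uM T3 and 5% DMSO were incubated with pinned compound for 5 hr at ambient temperature. Total fluorescence was computed as S + 2P (555/632 nm).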
# Tau fluor cs: counter-screen for tau fibril formation inhibitors; tau K18 P301L (four-repeat tau fragment) Alexa594 fluorescence, heparin fibrillization; Potency, µM (series often up to 57.7 µM), for inactives: at the top dose activity change, negative = decrease; 0.93% of 280,000 active; note: % is set by controls: 0 for no effect and ±100 for the full control effect; nearly all actives have a fitted effect of over 55% in size
#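 Human K18 P301L tau (15 uM unlabeled plus 0.24 uM Alexa 594-labeled, final) in 100 mM sodium acetate pH 7 was mixed with compound and 20 uM heparin and incubated 6 hr at 37 C.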
# TRb SRC2 PPI: TRbeta-SRC2 interaction inhibition; P10828; 0.065% of 280,000 active; AID 1469; Potency, µM (series often up to 106 µM), without a hit: at the top dose activity change, negative = inhibition, hits mostly inhibitors; TRbeta-SRC2 peptide binding, fluorescence polarization; receptor liganded with 1 µM T3;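 note: plate controls were bound peptide for no effect and peptide without receptor for full effect; nearly all actives have a fitted effect of over 50% in size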
#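 Read-out is fluorescence polarization (555 nm excitation, 632 nm emission) of a Texas Red SRC2 coactivator peptide; loss of signal reflects blocked binding to human TRb ligand-binding domain in the presence of 1 uM T3.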
# Starred values were filed as active, the others as inactive; i = inactive; ? = inconclusive; . = no result given; [ ] = remark or other dose. Unless noted, calls come from the whole dose curve; as a rule, active = well fitted curve in the direction sought with a large enough effect; inconclusive = small, poorly fitted or top-dose-only effect, or another doubt; inactive = no such curve, though single readings can be large; an effect the other way counts as inactive or inconclusive. Potency is the fitted concentration of half-maximal effect. This is a subset, so the mix of outcomes need not match the whole.
SMILES,RECQ1 inh,Tau fibril ThT,HTT ATP protect,Tau fibril FP,L3MBTL1 inh,TR SRC2 fluor cs,Tau fluor cs,TRb SRC2 PPI
Cc1cc(NCc2ccccn2)n2c(nc3ccccc32)c1C#N,-4.0%,-8.8%,-10.5%[10 µM],-0.4%,5.1%,0.2%,-2.8%,7.6%
COc1ccc(N2CC(C(=O)Nc3cc(C)on3)CC2=O)cc1 (centres undefined),-14.7%,6.6%,-8.3%,1.0%,7.2%,-2.3%,11.8%,1.8%
Cc1nnc(-c2ccc(Cl)cc2)nc1NCCN(C)C,6.8%,6.0%,-25.1%,-0.8%,?,-4.1%,7.6%,-3.9%
CN(CC(=O)NC1CCCc2ccccc21)C1CCCCC1 (centres undefined),-13.8%,-2.0%,.,3.7%,5.6%,-2.0%,0.8%,-9.7%
COc1ccccc1C(=O)NNC1=C(C(=O)C(F)(F)F)CCC1,1.5%,?,12.8%,2.0%,0.0%,-1.9%,-5.5%,-3.9%
Cc1ccc2ncc(S(=O)(=O)c3ccccc3)c(N3CCCCC3C)c2c1 (centres undefined),.,-13.5%,.,-13.2%,0.8%,-14.7%,-19.2%,-1.5%
Cc1ccc(C(=O)N/N=C/c2ccc(-c3cccc(Cl)c3)o2)cn1,-14.3%,-14.4%,1.8%[10 µM],1.1%,-6.0%,-0.1%,?,4.9%
CCCN1C(=O)SC(CC(=O)Nc2ccccc2)C1=O (centres undefined),8.9%,-8.0%,3.0%[10 µM],-1.5%,-0.6%,-1.3%,-6.0%,-17.1%
COc1ccc(Oc2ccccc2/C=N/O)cc1,-0.8%,-21.3%,-2.4%,-8.6%,-2.9%,-0.8%,-19.3%,-6.0%
CC(C)C[C@@H](CC(=O)N[C@@H](CCCN)CC(=O)N[C@@H]1CCNC[C@H]1C(=O)N[C@H](CC(=O)N[C@@H](CCC(=O)O)CC(=O)O)CC(C)C)NC(=O)[C@@H]1CNCC[C@H]1N,-13.5%,-7.5%,?,-12.9%,.,-0.7%,-0.7%,-1.6%
COc1ccc(-c2c(C)oc3c(CN4CCOCC4)c(O)ccc3c2=O)cc1,-2.0%,6.8%,-3.8%[10 µM],0.3%,-2.8%,0.3%,9.4%,2.2%
COc1cc(C2C(C#N)=C(C)NC3=C2C(=O)CC(C)(C)C3)cc(OC)c1O (centres undefined),-1.3%,-2.8%,66.0%,-2.5%,4.5%,-0.9%,-4.9%,-0.8%
CCCn1cc2c(c1-c1cccc(C)c1)c(=O)n(C)c(=O)n2C,-1.0%,-17.4%,6.8%,-3.9%,.,-1.8%,-7.9%,-13.0%
Cc1cccc(Cn2cc(S(=O)(=O)c3ccccc3)c(=O)c3cc(F)c(N4CCOCC4)cc32)c1,.,-8.3%,.,1.8%,.,1.9%,-12.6%,1.8%
CNC(=O)C1C2C=CC3(O2)C1C(=O)N(CCOC)C3C(=O)NCc1ccc(OC)cc1 (centres undefined),-2.3%,-1.3%,14.6%[10 µM],-10.4%,4.5%,-1.1%,-6.0%,-2.9%
CCOC(=O)c1ccc(NC(=S)N(CCN2CCCCCC2)Cc2ccco2)cc1,i,-8.1%,-31.6%[inhibitor],-1.2%,49.9%[activator],-2.4%,-12.5%,7.4%
CCS(=O)(=O)c1nc(S(=O)(=O)c2ccc(Cl)cc2)c(NCc2ccccc2Cl)s1,.,17.5%,.,-12.2%,.,-2.5%,-20.9%,-7.6%
NC(=O)COC(=O)c1ccc(-c2ccccc2)cc1,i,-7.6%,7.2%[10 µM],8.8%,4.7%,1.5%,-8.8%,-1.5%
CC(=O)Nc1nc(N(C)C)nc(N(C)C)n1,-9.0%,-10.4%,6.2%[10 µM],-7.7%[2.34 µM],14.2%,-4.1%,-10.1%,3.9%
CCc1cc(=O)oc2c(C)c(O)c(CN(C)C)cc12,-5.9%,-3.3%,4.7%,3.2%,-1.7%,0.2%,3.1%,-9.9%
O=C(O)Cc1c(O)ccc2ccccc12,-1.5%,-8.9%,1.4%[10 µM],2.8%,10.4%,-2.9%,-2.0%,-6.4%
COc1ccc(-c2cccc(NS(=O)(=O)c3cc(C)c(OC)c(C)c3C)c2)nn1,.,-15.4%,.,?,.,-2.2%,?,-4.0%
COc1ccc(S(=O)(=O)NC2CC2)cc1C(=O)N1CCOCC1,i,10.2%,6.4%,-1.1%,7.3%,0.9%,7.7%,4.8%
Cc1cccc(N2C(=O)CC(Sc3ncn[nH]3)C2=O)c1 (centres undefined),-29.4%,-20.5%,-7.3%,-2.3%,.,-1.0%,-13.6%,-2.3%
CN(C)/C=C/C(=O)c1ccc(S(=O)(=O)c2ccccc2)cc1,-4.5%,?,-0.5%,-10.2%,.,-2.6%,-13.7%,3.5%

# Record cards, from the list above:
# `COc1ccc(-c2c(C)oc3c(CN4CCOCC4)c(O)ccc3c2=O)cc1` in the list: RECQ1 inh: -2.0%; Tau fibril ThT: 6.8%; HTT ATP protect: -3.8%[10 µM]; Tau fibril FP: 0.3%; L3MBTL1 inh: -2.8%; TR SRC2 fluor cs: 0.3%; Tau fluor cs: 9.4%; TRb SRC2 PPI: 2.2%
# `COc1ccccc1C(=O)NNC1=C(C(=O)C(F)(F)F)CCC1` in the list: RECQ1 inh: 1.5%; Tau fibril ThT: ?; HTT ATP protect: 12.8%; Tau fibril FP: 2.0%; L3MBTL1 inh: 0.0%; TR SRC2 fluor cs: -1.9%; Tau fluor cs: -5.5%; TRb SRC2 PPI: -3.9%

# The results go on.
SMILES,RECQ1 inh,Tau fibril ThT,HTT ATP protect,Tau fibril FP,L3MBTL1 inh,TR SRC2 fluor cs,Tau fluor cs,TRb SRC2 PPI
CC(C)C1COC(c2cccc3ccccc23)=N1 (centres undefined),4.4%,?,.,-1.1%,14.6%,-4.4%,-10.3%,-0.1%
COc1ccc2cc3c(N)c(C(=O)N4CCCC4)sc3nc2c1,-3.5%,11.2µM*,-3.5%,5.4%,.,-3.9%,?,-19.3%
Cc1ccccc1NC(=O)CNc1ccccc1C(=O)NCc1ccco1,-15.4%,-14.5%,-23.1%,0.1%,.,2.3%,-8.8%,-0.3%
CC(CNS(=O)(=O)c1ccccc1)(c1ccccc1)N1CCCCC1 (centres undefined),-1.2%,-1.3%,15.4%[10 µM],-5.4%,2.9%,-1.3%,-13.1%,-3.3%
COc1ccc([N+](=O)[O-])cc1CSc1ccccn1,i,-7.0%,-4.4%,-13.3%,10.4%,-2.5%,-23.7%,5.7%
C=C(C)CSc1nc(N)c2c(C)c(C)sc2n1,-1.0%,0.7%,-22.4%,-8.9%,3.9%,-0.9%,-3.5%,1.6%
Nc1nonc1C(=O)NCCNS(=O)(=O)c1ccc(F)cc1,-14.1%,1.0%,-9.4%[10 µM],2.3%,10.4%,0.5%,0.6%,-3.7%
O=C(CN1CCN(Cc2ccccc2F)C1=O)NCCc1ccc(Cl)cc1,i,-12.3%,-13.8%,-1.8%,.,-0.6%,-11.3%,-4.2%
Cn1c(C(=O)OCC(=O)NCc2ccco2)cc2sccc21,?,?,-6.8%,-8.3%,-10.6%,0.3%,-6.7%,-9.8%
Clc1ccc(OCc2nc3ccccc3n2Cc2ccccc2)c(Cl)c1,.,-1.2%,.,-0.5%,.,-8.9%,-1.2%,8.2%
COc1ccc(-n2c(N)c(C(=O)NCc3ccco3)c3nc4ccccc4nc32)c(OC)c1,-1.1%,?,-0.8%[10 µM],-6.5%,29.9%,-2.0%,-22.1%,-5.1%
O=C(Nc1ccccc1)Nc1ccc(C(=O)N2CCCC2)cc1,i,-8.7%,-175.1%[inhibitor],-4.8%,6.6%[11.4 µM],3.1%,-13.7%,3.7%
C=C(C)c1cccc(C(C)(C)NC(=O)Nc2ncccn2)c1,-12.0%,-7.6%,-4.9%,6.4%,-6.8%[11.4 µM],-6.4%,4.7%,0.5%
COc1ccc(CCNC(=O)c2cc(-c3cc(C)ccc3O)n[nH]2)cc1OC,-3.8%,?,-4.0%,-9.8%,.,0.0%,?,-15.7%
O=C(C=C1CCN(c2ncc(C(F)(F)F)cc2Cl)CC1)NNC(=O)Nc1ccc(Cl)cc1,0.9%,0.7%,9.1%,1.5%,-0.4%,0.3%,-7.1%,-2.9%

# Two entries from above in another layout.
Molecule	RECQ1 inh	Tau fibril ThT	HTT ATP protect	Tau fibril FP	L3MBTL1 inh	TR SRC2 fluor cs	Tau fluor cs	TRb SRC2 PPI
C=C(C)CSc1nc(N)c2c(C)c(C)sc2n1	-1.0%	0.7%	-22.4%	-8.9%	3.9%	-0.9%	-3.5%	1.6%
Nc1nonc1C(=O)NCCNS(=O)(=O)c1ccc(F)cc1	-14.1%	1.0%	-9.4%[10 µM]	2.3%	10.4%	0.5%	0.6%	-3.7%

# 2 successive compounds out of the list so far, quoted:
SMILES,RECQ1 inh,Tau fibril ThT,HTT ATP protect,Tau fibril FP,L3MBTL1 inh,TR SRC2 fluor cs,Tau fluor cs,TRb SRC2 PPI
Cc1cc(NCc2ccccn2)n2c(nc3ccccc32)c1C#N,-4.0%,-8.8%,-10.5%[10 µM],-0.4%,5.1%,0.2%,-2.8%,7.6%
COc1ccc(N2CC(C(=O)Nc3cc(C)on3)CC2=O)cc1 (centres undefined),-14.7%,6.6%,-8.3%,1.0%,7.2%,-2.3%,11.8%,1.8%
